KLK7 zymogen act: activators of human kallikrein-7 zymogen; P49862; activation, % at 7 µM; purified proKLK7, EDANS-DABCYL substrate fluorescence; 100% is mature enzyme control, 0% vehicle; actives 0.9% (n = 370,000);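 active = activation above the mean of all tested compounds plus 3 SD, computed per campaign excluding outliers beyond control limits, cut at about 13% in these data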
Target sequence (P49862 whole entry, looked up): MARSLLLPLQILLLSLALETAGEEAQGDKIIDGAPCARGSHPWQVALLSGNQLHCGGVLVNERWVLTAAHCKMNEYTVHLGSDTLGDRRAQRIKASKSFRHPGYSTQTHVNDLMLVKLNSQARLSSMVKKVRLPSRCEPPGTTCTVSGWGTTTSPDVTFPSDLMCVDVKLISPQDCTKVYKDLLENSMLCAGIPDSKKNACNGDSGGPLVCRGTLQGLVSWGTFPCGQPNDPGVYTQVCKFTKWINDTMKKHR
ssDAF-12 act: S. stercoralis DAF-12 activation, primary screen | actives 1% (n = 370,000) | activation, % at 6.8 µM | HEK293 ssDAF-12/GRIP1 lit1-tk-luc reporter, luminescence; % of 3 µM dafachronic acid response;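 active = activation above the mean over all tested compounds plus 3 SD, cut at about 0.9% in these data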;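 also: 0% = DMSO-only wells and 100% = 3 µM delta7-dafachronic acid wells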
NPR1 activator: GC-A (human) enzyme activation. P16066. HEK293 GC-A cells, cGMP TR-FRET, EC30 ANP; 0% at EC30 ANP, 100% saturating ANP. activation, % at 10 µM. actives 0.14% (n = 370,000); in the data active = activation above about 40%
DAX1 inh-1: inhibitors of DAX1 repression of SF-1 activated StAR promoter. HEK293T StAR-luciferase reporter, SF-1/DAX-1 repression relief. inhibition, % at 6.8 µM. actives 1.1% (n = 370,000). AID 652010;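 active = inhibition above the mean over all tested compounds plus 3 SD, cut at about 3.6% in these data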;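 also: 0% = DAX-1 cells with DMSO and 100% = cells lacking DAX-1 with DMSO; higher inhibition means more luminescence from relief of DAX-1 repression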
sPLA2-III inh: Blocks human group III sPLA2 activity; Q9NZ20; QFRET BODIPY PC-A2 liposome hydrolysis, fluorescence; inhibition, % at 12.2 µM; actives 0.56% (n = 370,000); AID 743126;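 active = inhibition above mean plus 3 SD of compounds lying within the high and low control bounds, cut at about 19% in these data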;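 also: 0% = median of test compound wells and 100% = no enzyme DMSO wells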
Target sequence (Q9NZ20 whole entry, looked up): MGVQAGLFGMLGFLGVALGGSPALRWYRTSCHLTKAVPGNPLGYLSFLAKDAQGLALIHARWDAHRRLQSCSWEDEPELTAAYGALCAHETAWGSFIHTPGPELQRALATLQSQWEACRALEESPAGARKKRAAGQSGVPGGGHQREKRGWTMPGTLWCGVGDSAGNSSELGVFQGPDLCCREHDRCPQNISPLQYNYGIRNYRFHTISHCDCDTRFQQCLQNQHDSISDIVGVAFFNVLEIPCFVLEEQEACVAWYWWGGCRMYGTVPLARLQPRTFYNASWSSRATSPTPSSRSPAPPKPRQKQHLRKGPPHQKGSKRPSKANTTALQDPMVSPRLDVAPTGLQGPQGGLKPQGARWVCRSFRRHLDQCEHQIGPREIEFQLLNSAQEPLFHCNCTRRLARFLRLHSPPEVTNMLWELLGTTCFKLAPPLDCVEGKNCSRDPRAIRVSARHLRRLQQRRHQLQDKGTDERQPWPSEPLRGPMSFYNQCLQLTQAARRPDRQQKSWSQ
SMARCA2 act: increases SMARCA2 function in MMTV reporter cells; MG213 cells, MMTV-luciferase reporter, dexamethasone, overnight; activation, % at 9.1 µM; actives 1% (n = 370,000); AID 652017; in the data active = activation above about 7.8%;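 also: 0% = vehicle wells and 100% = reference activator wells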
hcDAF-12 act: activates DAF-12 receptor from parasite H. contortus. activation, % at 6.8 µM. HEK293 hcDAF-12 lit1-tk-luc reporter, luminescence; 0% DMSO, 100% Δ7-dafachronic acid. actives 1.4% (n = 370,000);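 active = activation above the mean of all tested compounds plus 3 SD, cut at about 5.5% in these data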;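 also: 100% = response to 3 µM Δ7-dafachronic acid high control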
DAX1 inh-2: NR0B1 (DAX1) inhibition; P51843; HEK293 Gal4-DAX1 luciferase reporter, luminescence; inhibition, % at 6.75 µM; actives 0.99% (n = 340,000); AID 504766;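 active = inhibition above the mean over all tested compounds plus 3 SD, cut at about 4.2% in these data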;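 also: 0% = DAX1-transfected cells with DMSO and 100% = empty-vector control cells with DMSO; inhibition shows as a rise in luminescence from relieved DAX1 repression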
Target sequence (P51843 207-470 limits assumed): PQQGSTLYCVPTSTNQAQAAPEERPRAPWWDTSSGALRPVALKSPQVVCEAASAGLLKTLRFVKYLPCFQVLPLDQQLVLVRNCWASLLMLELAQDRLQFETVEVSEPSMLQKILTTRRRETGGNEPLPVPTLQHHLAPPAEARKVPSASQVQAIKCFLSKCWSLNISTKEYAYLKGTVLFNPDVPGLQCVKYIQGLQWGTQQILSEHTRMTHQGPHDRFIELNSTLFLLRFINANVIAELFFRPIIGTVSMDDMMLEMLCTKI
GC-B act: GC-B (human) receptor activation; HEK293-GC-B cells, CNP EC30, cGMP TR-FRET; 0% at EC30 CNP, 100% saturating CNP; activation, % at 10 µM; actives 0.11% (n = 370,000); AID 1920062;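 active = activation at 10 µM reaching about 35% in either raw or pattern-adjusted values, limit read from the data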
FXN GAA850 act: activators of GAA850 frataxin (FXN) promoter; activation, % at 6 µM; HEK293 lucGAA850 FXN promoter luciferase reporter, 24 h; percent of 10 µM SAHA response; actives 0.56% (n = 360,000);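 active = activation above the average of all compounds screened plus 3 SD, cutoff fixed separately per campaign, cut at about 7.5% in these data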;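 also: 0% = DMSO wells and 100% = 10 µM SAHA wells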
hgDAF12 agonist: activates the H. glycines DAF-12 receptor ligand-binding domain | HEK293 GAL4-hgDAF12 UAS-luciferase reporter, agonist luminescence; normalized to butyrate control | activation, % at 6.8 µM | actives 1.8% (n = 370,000);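 active = activation above a cutoff set at the mean of all screened compounds plus 3 SD, cut at about 10% in these data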;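 also: 0% = DMSO wells and 100% = sodium butyrate wells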
Active calls of the source: *.

Cc1ccccc1-c1noc(C2CCCCC2)n1 was read as KLK7 zymogen act -0.5, ssDAF-12 act -1.4, NPR1 activator -3, DAX1 inh-1 0.0, sPLA2-III inh 8, SMARCA2 act -2, hcDAF-12 act -1.5, DAX1 inh-2 0.6, GC-B act 3, FXN GAA850 act -1.0 and hgDAF12 agonist 0.8.
`O=C(c1ccc(Cl)cc1)C1CCN(C(=O)c2ccccc2F)CC1` gave KLK7 zymogen act -0.2, ssDAF-12 act -1.2, NPR1 activator 3, DAX1 inh-1 -0.4, sPLA2-III inh 4, SMARCA2 act -1, hcDAF-12 act -3.3, DAX1 inh-2 -0.8, GC-B act 0, FXN GAA850 act 1.1 and hgDAF12 agonist -0.9.
`Oc1cc2c(cc1CN1CCN(c3ncccn3)CC1)OCO2` gave KLK7 zymogen act -0.7, ssDAF-12 act -1.1, NPR1 activator -2, DAX1 inh-1 -0.5, sPLA2-III inh 3, SMARCA2 act -1, hcDAF-12 act -0.6, DAX1 inh-2 0.2, GC-B act 0, FXN GAA850 act 1.2 and hgDAF12 agonist 0.0.
For CC1CN(CC(=O)Nc2ccc([N+](=O)[O-])cc2Br)CC(C)O1 (configuration not stated) the results were KLK7 zymogen act -0.1, ssDAF-12 act -0.1, NPR1 activator 2, DAX1 inh-1 0.4, sPLA2-III inh 0, SMARCA2 act -4, hcDAF-12 act -0.3, DAX1 inh-2 -0.3, GC-B act 1, FXN GAA850 act -0.1 and hgDAF12 agonist -2.3.
Screening Cc1ccc(C23CC4CC(CC(NC(=O)NCCN(C)C)(C4)C2)C3)cc1 returned KLK7 zymogen act -0.2, ssDAF-12 act -0.9, NPR1 activator 9, DAX1 inh-1 0.3, sPLA2-III inh -14, SMARCA2 act 4, hcDAF-12 act -0.3, DAX1 inh-2 -0.1, GC-B act -6, FXN GAA850 act 1.7 and hgDAF12 agonist -1.6.
`CCOC(=O)[C@@H]1CSCCS(=O)(=O)N1C(=O)[C@H](CC(C)C)NC(=O)OC(C)(C)C` gave KLK7 zymogen act 0.8, ssDAF-12 act 0.1, NPR1 activator 0, DAX1 inh-1 -0.4, sPLA2-III inh 8, SMARCA2 act -4, hcDAF-12 act 1.3, GC-B act 1 and hgDAF12 agonist 0.4.
Screening Cc1ccc(N/N=C/C=C/c2ccco2)cc1 returned KLK7 zymogen act -0.9, ssDAF-12 act -1.4, NPR1 activator -1, DAX1 inh-1 0.5, sPLA2-III inh -4, SMARCA2 act 8, hcDAF-12 act 0.3, DAX1 inh-2 0.9, GC-B act -3, FXN GAA850 act 4.4 and hgDAF12 agonist 2.4.
For COc1ccccc1-c1noc(CCCC(=O)Nc2ccc(C(N)=O)cc2)n1 the results were KLK7 zymogen act -0.3, ssDAF-12 act -0.5, NPR1 activator 3, DAX1 inh-1 0.4, sPLA2-III inh -3, SMARCA2 act 0, hcDAF-12 act -0.6, GC-B act -7, FXN GAA850 act -0.1 and hgDAF12 agonist -2.0.
Screening CCCC(=O)Nc1ccc(S(=O)(=O)N2CCC(c3nc4ccccc4[nH]3)CC2)cc1 returned KLK7 zymogen act 0.2, ssDAF-12 act -0.8, NPR1 activator 0, DAX1 inh-1 -0.7, sPLA2-III inh -1, SMARCA2 act -1, hcDAF-12 act -2.4, DAX1 inh-2 -0.2, GC-B act -12, FXN GAA850 act 0.1 and hgDAF12 agonist -2.7.
For CCOc1ccc(/C(O)=C2\C(=O)C(=O)N(CCOCCO)C2c2ccccc2OC)cc1 (configuration not stated) the results were KLK7 zymogen act -0.5, ssDAF-12 act -1.1, NPR1 activator 8, DAX1 inh-1 0.0, sPLA2-III inh -1, SMARCA2 act -1, hcDAF-12 act -1.5, DAX1 inh-2 0.1, GC-B act 3, FXN GAA850 act 0.8 and hgDAF12 agonist -1.9.
COc1ccc(/C=C/C(=O)c2c(O)ccc3c(C)cc(=O)oc23)cc1 was read as KLK7 zymogen act 0.0, ssDAF-12 act -2.0, NPR1 activator -1, DAX1 inh-1 -0.7, sPLA2-III inh -7, SMARCA2 act 1, hcDAF-12 act -2.7, DAX1 inh-2 -2.4, GC-B act -1, FXN GAA850 act 4.1 and hgDAF12 agonist -4.4.
For CN1C=CC(=C[N+](=O)[O-])N(C)C1=O the results were KLK7 zymogen act 1.1, ssDAF-12 act -0.6, NPR1 activator -1, DAX1 inh-1 1.1, sPLA2-III inh 0, SMARCA2 act -2, hcDAF-12 act 0.8, GC-B act -1 and hgDAF12 agonist 1.9.
COc1cc(NC(=S)NCCCN2CCOCC2)cc(OC)c1OC was read as KLK7 zymogen act -0.3, ssDAF-12 act -0.9, NPR1 activator 4, DAX1 inh-1 0.5, sPLA2-III inh 2, SMARCA2 act 0, hcDAF-12 act -0.6, DAX1 inh-2 2.0, GC-B act 8, FXN GAA850 act 0.8 and hgDAF12 agonist 0.7.
`NC(=O)C1CCN(C(=O)CC(c2ccccc2)c2ccccc2)CC1` gave KLK7 zymogen act 0.0, ssDAF-12 act -0.8, NPR1 activator 0, DAX1 inh-1 0.3, sPLA2-III inh 5, SMARCA2 act -2, hcDAF-12 act -0.8, DAX1 inh-2 0.3, GC-B act -2, FXN GAA850 act -0.1 and hgDAF12 agonist 2.8.
Screening CCOc1ncccc1C(=O)OCc1ccc(C(=O)OC)cc1 returned KLK7 zymogen act -0.3, ssDAF-12 act 0.6, NPR1 activator 0, DAX1 inh-1 0.8, sPLA2-III inh -2, SMARCA2 act 5, hcDAF-12 act 3.0, DAX1 inh-2 0.9, GC-B act -4, FXN GAA850 act 2.5 and hgDAF12 agonist 15*.
For OC(c1cc(-c2ccc(C(F)(F)F)cc2)nc(C(F)(F)F)c1)C1CCCCN1 (configuration not stated) the results were KLK7 zymogen act 0.1, ssDAF-12 act -1.1, NPR1 activator -21, DAX1 inh-1 -0.5, sPLA2-III inh -5, SMARCA2 act -9, hcDAF-12 act 0.1, DAX1 inh-2 -1.0, GC-B act -10, FXN GAA850 act 2.1 and hgDAF12 agonist -1.9.
COC(=O)c1c(NC(=O)CSc2nncs2)sc2c1CCCCC2 was read as KLK7 zymogen act 0.3, ssDAF-12 act -1.9, NPR1 activator -3, DAX1 inh-1 -1.4, sPLA2-III inh -44, SMARCA2 act 3, hcDAF-12 act 0.9, DAX1 inh-2 -1.1, GC-B act -7, FXN GAA850 act 5.3 and hgDAF12 agonist 1.1.
O=C(Nc1ccccc1)c1ccc(-c2ccccc2)s1 was read as KLK7 zymogen act 2.0, ssDAF-12 act 0.7, NPR1 activator 0, DAX1 inh-1 5.4*, sPLA2-III inh 0, SMARCA2 act 4, hcDAF-12 act 2.1, DAX1 inh-2 4.2, GC-B act 2, FXN GAA850 act 4.2 and hgDAF12 agonist 14*.
For CS(=O)(=O)NCCCCNc1ccc(C(F)(F)F)cc1[N+](=O)[O-] the results were KLK7 zymogen act 0.1, ssDAF-12 act -1.1, NPR1 activator 0, DAX1 inh-1 -0.7, sPLA2-III inh -2, SMARCA2 act 1, hcDAF-12 act -0.3, DAX1 inh-2 0.3, GC-B act 3, FXN GAA850 act 6.7 and hgDAF12 agonist 0.6.
Screening O=C(NCCN1CCN(c2ccccc2)CC1)Nc1ccc(Cl)cc1 returned KLK7 zymogen act -0.7, ssDAF-12 act -1.0, NPR1 activator -3, DAX1 inh-1 -0.7, sPLA2-III inh -4, SMARCA2 act -1, hcDAF-12 act -1.9, DAX1 inh-2 -1.6, GC-B act 3, FXN GAA850 act -2.2 and hgDAF12 agonist -1.9.
`O=C(NCCn1cccc1)c1cccc2ccccc12` gave KLK7 zymogen act 0.2, ssDAF-12 act -0.7, NPR1 activator 0, DAX1 inh-1 0.2, sPLA2-III inh -2, SMARCA2 act 0, hcDAF-12 act 0.6, DAX1 inh-2 1.7, GC-B act 0, FXN GAA850 act 0.4 and hgDAF12 agonist 0.7.
Screening O=C(Nc1cccnc1)c1cc(-c2ccccc2O)on1 returned KLK7 zymogen act -0.1, ssDAF-12 act -0.5, NPR1 activator -14, DAX1 inh-1 -0.2, sPLA2-III inh -2, SMARCA2 act 6, hcDAF-12 act -0.6, DAX1 inh-2 2.0, GC-B act -9, FXN GAA850 act 3.0 and hgDAF12 agonist 0.6.
`Cc1ccc(NC(=O)c2ccc(OCc3c(C)noc3C)cc2)cc1C` gave KLK7 zymogen act -0.1, ssDAF-12 act -1.6, NPR1 activator 0, DAX1 inh-1 -4.9, sPLA2-III inh -4, SMARCA2 act -2, hcDAF-12 act -3.7, DAX1 inh-2 -1.9, GC-B act 10, FXN GAA850 act -0.9 and hgDAF12 agonist -5.9.
Screening COc1ccc(/C=C2/Sc3ccc(C(=O)N4CCc5ccccc5C4)cc3NC2=O)cc1 returned KLK7 zymogen act -0.6, ssDAF-12 act -1.1, NPR1 activator -1, DAX1 inh-1 -0.5, sPLA2-III inh -6, SMARCA2 act -1, hcDAF-12 act -3.3, DAX1 inh-2 -1.4, GC-B act 3, FXN GAA850 act 1.4 and hgDAF12 agonist -1.3.
For Cc1[nH]n(-c2ccccc2)c(=O)c1C(C[N+](=O)[O-])c1ccc(Cl)cc1 (configuration not stated) the results were KLK7 zymogen act -0.2, ssDAF-12 act -0.6, NPR1 activator 0, DAX1 inh-1 -1.1, sPLA2-III inh -7, SMARCA2 act 0, hcDAF-12 act 6.9*, DAX1 inh-2 -0.1, GC-B act 1, FXN GAA850 act -0.7 and hgDAF12 agonist 0.2.
`Cc1ccccc1NC(=O)NC(C)(C)CC(C)(C)C` gave KLK7 zymogen act -0.2, ssDAF-12 act -1.9, NPR1 activator -1, DAX1 inh-1 0.0, sPLA2-III inh 9, SMARCA2 act -4, hcDAF-12 act -0.4, DAX1 inh-2 -0.1, GC-B act -1, FXN GAA850 act -1.5 and hgDAF12 agonist -1.9.
CCOC(=O)COn1c(=O)c(-c2ccc(C)cc2)[n+]([O-])c2ccccc21 was read as KLK7 zymogen act -0.6, ssDAF-12 act -0.3, NPR1 activator -2, DAX1 inh-1 0.5, sPLA2-III inh 1, SMARCA2 act -1, hcDAF-12 act -0.1, DAX1 inh-2 0.4, GC-B act -1, FXN GAA850 act 2.9 and hgDAF12 agonist 2.1.

Two records drawn at random from those above, as already listed:
For CC1CN(CC(=O)Nc2ccc([N+](=O)[O-])cc2Br)CC(C)O1 (configuration not stated) the results were KLK7 zymogen act -0.1, ssDAF-12 act -0.1, NPR1 activator 2, DAX1 inh-1 0.4, sPLA2-III inh 0, SMARCA2 act -4, hcDAF-12 act -0.3, DAX1 inh-2 -0.3, GC-B act 1, FXN GAA850 act -0.1 and hgDAF12 agonist -2.3.
For CCOc1ccc(/C(O)=C2\C(=O)C(=O)N(CCOCCO)C2c2ccccc2OC)cc1 (configuration not stated) the results were KLK7 zymogen act -0.5, ssDAF-12 act -1.1, NPR1 activator 8, DAX1 inh-1 0.0, sPLA2-III inh -1, SMARCA2 act -1, hcDAF-12 act -1.5, DAX1 inh-2 0.1, GC-B act 3, FXN GAA850 act 0.8 and hgDAF12 agonist -1.9.

Bioassay records as filed in PubChem BioAssay.
